Anthrax LF inh2: inhibitors of Bacillus anthracis lethal factor protease; P15917; multiplex microsphere protease cleavage assay, LF; inhibition, % at 10 µM; hit rate 0.12% among 360,000; AID 588501; in the data active = inhibition above about 30%; also: plate controls were buffer without enzyme for full effect and enzyme alone for no effect
PriA SSB inh: blocks PriA binding to SSB C-terminal tail; AlphaScreen SSBct-PriA binding, biotinylated peptide; inhibition, % at 33 µM; hit rate 0.6% among 430,000; AID 1272365; in the data active = inhibition mostly above about 37%, no sharp cut-off; inactive = mostly below about 20%;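 also: plate controls were negative control peptide for no effect and reference peptide for full effect; strong numbers were not always called active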
BH1578 lux ind: induces V. cholerae light production without autoinducers. V. cholerae BH1578 lux reporter, luminescence, 6 h. activation, % at 18.7 µM. hit rate 0.16% among 350,000. AID 588436; in the data active = activation mostly above about 9.7%, no sharp cut-off; also: not every result past the cut was called active; inactives centre near 0; reference of the scale not given here
SARS 3CLpro inh: SARS-CoV 3CLpro protease inhibition | P0C6X7 | hit rate 0.14% among 290,000 | recombinant SARS-CoV 3CLpro, quenched FRET peptide cleavage | AID 1706 | inhibition, % at 6 µM; in the data active = inhibition above about 12%
Rv3671c inh: inhibits the M. tuberculosis serine protease Rv3671c | AID 2606 | inhibition, % at 5.96 µM | hit rate 0.048% among 320,000; in the data active = inhibition above about 38%;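 also: extracellular domain of Rv3671c used as enzyme; 0% = enzyme with DMSO and 100% = no enzyme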
Target sequence (P9WHR9 whole entry, looked up, the tested form may be a part): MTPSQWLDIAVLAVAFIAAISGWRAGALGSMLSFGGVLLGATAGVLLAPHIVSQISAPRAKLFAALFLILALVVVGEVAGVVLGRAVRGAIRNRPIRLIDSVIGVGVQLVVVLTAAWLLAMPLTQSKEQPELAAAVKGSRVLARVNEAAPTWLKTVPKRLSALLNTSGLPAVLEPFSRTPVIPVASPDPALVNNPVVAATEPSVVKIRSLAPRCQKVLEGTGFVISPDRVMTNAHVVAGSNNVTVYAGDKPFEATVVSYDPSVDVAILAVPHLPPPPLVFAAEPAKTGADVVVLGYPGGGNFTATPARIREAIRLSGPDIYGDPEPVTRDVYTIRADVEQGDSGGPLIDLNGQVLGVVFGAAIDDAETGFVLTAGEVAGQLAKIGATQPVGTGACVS
MazF activator: activators of E. coli MazEF toxin-antitoxin RNase | AID 504720 | hit rate 0.32% among 350,000 | FAM/BHQ RNA-DNA oligo cleavage fluorescence, 5 h | P0AE70 | activation, % at 20 µM; in the data active = activation above about 50%
Target sequence (P0AE70 whole entry, looked up): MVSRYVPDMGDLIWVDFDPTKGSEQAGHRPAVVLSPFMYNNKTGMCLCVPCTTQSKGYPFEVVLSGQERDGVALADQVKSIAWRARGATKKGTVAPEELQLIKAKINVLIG
TcdB inh: blocks C. difficile toxin B glycohydrolase activity | P18177 | AID 652162 | inhibition, % at 9.99 µM | TcdB glycohydrolase enzymatic assay, plate reader | hit rate 0.24% among 350,000; in the data active = inhibition above about 10%
Yp Topo-I inh: inhibitors of Yersinia pestis topoisomerase I | Y. pestis Topo-I cleavage product accumulation, plate reader | activity, % at 10 µM | hit rate 0.064% among 360,000 | AID 504884; in the data active = activity above about 50%, passing the limit was not always enough; also: inactives centre near 2
DUSP3 inh: DUSP3 (human) phosphatase inhibition. P51452. recombinant VHR phosphatase, pNPP absorbance. inhibition, % at 13.3 µM. hit rate 0.52% among 290,000; in the data active = inhibition above about 50%; also: some compounds called inactive have numbers as strong as hits
Target sequence (P51452 whole entry, looked up): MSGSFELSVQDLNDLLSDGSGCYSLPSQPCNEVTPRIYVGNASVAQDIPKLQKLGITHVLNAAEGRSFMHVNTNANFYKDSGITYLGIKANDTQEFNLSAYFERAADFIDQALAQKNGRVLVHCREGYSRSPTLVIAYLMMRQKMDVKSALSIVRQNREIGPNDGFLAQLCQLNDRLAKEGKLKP
PfHsp40 rescue: rescue of PfHsp40-mediated yeast toxicity; growth rescue, % at 12.5 µM; hit rate 0.68% among 340,000; S. cerevisiae expressing PfHsp40, growth rescue, ATP luminescence; in the data active = growth rescue above about 28%, passing the limit was not always enough;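 also: yeast W303a lacking pdr1 and pdr3 grown in galactose medium; growth measured after three days at 30 °C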
Starred values were filed as active, the others as inactive; i = inactive; · = not tested or not shown. This is a subset; rates above refer to the full screens.

SMILES,TcdB inh,MazF activator,PfHsp40 rescue,Anthrax LF inh2,DUSP3 inh,Rv3671c inh,BH1578 lux ind,SARS 3CLpro inh,PriA SSB inh,Yp Topo-I inh
COc1ccc(C(=O)Nc2cc3c(cc2N2CCOCC2)n(C)c(=O)n3C)cc1OC,·,1,0.4,0,-4,-3,i,-3,-4,1
CCCc1nc(N)c(C#N)c(N)c1C#N,·,-14,-0.4,-9,12,-3,0.8,-3,5,-11
CN(C)CCCNc1nc2cc(-c3cncnc3)sc2c(=O)n1C,-0.1,·,·,-5,·,·,-0.8,·,·,-4
CCCCN(CC)C(=O)C1CCC(CNS(=O)(=O)c2cccc3nsnc23)CC1 (stereo unspecified),0.8,-1,-0.4,1,-14,0,-0.2,6,-7,24
O=C(Cn1nc(CNc2ccc(Cl)cc2)[n+]2c1CCCCC2)c1ccc(Br)cc1,·,41,-0.2,-2,8,-15,0.2,3,7,8
CCN(C(=O)CN1C(=O)NC(c2ccccc2)(c2ccccc2)C1=O)c1ccccc1,0.6,10,0.4,-12,10,-4,0.1,-1,-9,26
O=C1CCCC2=C1C(c1ccccc1)CC(=O)N2c1ccc(F)cc1F (stereo unspecified),0.0,-13,-0.7,4,23,-3,1.4,5,-8,-6
COc1ncccc1-c1nnn(-c2ccc(C)cc2)n1,-0.2,5,0.8,-3,0,-2,-3.7,2,-28,18
COc1cc(C2C(C#N)=C(N)Oc3cc4c(cc32)OCO4)cc(OC)c1OC (stereo unspecified),0.5,37,0.4,1,14,-7,-0.4,-3,-9,11
CCc1cc(C(=O)c2ccc(OC)cc2)c(NC(=O)CCC(=O)O)s1,-2.4,-4,·,-2,10,5,i,-2,1,-2
CCCCC[C@@H]1C=C(C(=O)O)[C@H](c2ccc(Br)cc2)N1S(=O)(=O)c1ccc(C)cc1,0.0,0,1.4,-1,·,-7,2.0,·,4,19
COC(=O)c1cc(C(=O)OC)n(Cc2ccc(Cl)cc2Cl)n1,·,2,0.8,-1,0,-3,i,1,-14,-2
Cc1cc(C)cc(C(=O)NCCCN2CCOCC2)c1,0.2,3,0.0,-15,12,-5,i,6,-2,3
Cc1ccc(C)c(Nc2nc3c(S(=O)(=O)c4ccccc4)nnn3c3ccccc23)c1,1.4,135*,-0.7,1,3,1,-0.3,1,1,5
Cc1ccc(C(C(=O)NC2CCCCC2)N(C(=O)c2csnn2)C2CC2)o1 (stereo unspecified),·,7,0.9,-12,16,11,-0.6,-2,-1,3

Structures shown so far containing a cyano group:
SMILES,TcdB inh,MazF activator,PfHsp40 rescue,Anthrax LF inh2,DUSP3 inh,Rv3671c inh,BH1578 lux ind,SARS 3CLpro inh,PriA SSB inh,Yp Topo-I inh
CCCc1nc(N)c(C#N)c(N)c1C#N,·,-14,-0.4,-9,12,-3,0.8,-3,5,-11
COc1cc(C2C(C#N)=C(N)Oc3cc4c(cc32)OCO4)cc(OC)c1OC (stereo unspecified),0.5,37,0.4,1,14,-7,-0.4,-3,-9,11

Carrying on:
SMILES,TcdB inh,MazF activator,PfHsp40 rescue,Anthrax LF inh2,DUSP3 inh,Rv3671c inh,BH1578 lux ind,SARS 3CLpro inh,PriA SSB inh,Yp Topo-I inh
Cc1cccc(NC(=O)c2cc3ccccc3oc2=O)c1,0.8,6,-0.7,-12,4,-4,i,0,-25,-2
COCCn1nnnc1C(c1ccc2ncccc2c1)N1CCN(c2ccccc2F)CC1 (stereo unspecified),·,0,0.6,-6,21,4,i,2,-1,13
N#C/C(=C/N1CCOCC1)c1ccccc1,·,-1,0.1,-1,-11,6,-2.2,2,-6,-5
CN(C)NC(=S)NC1CCS(=O)(=O)C1 (stereo unspecified),-1.1,1,-0.1,-12,-14,1,-0.4,-3,0,5
O=C(O)c1cccc(COc2cccc3ccccc23)c1,-2.7,4,4.3,-7,·,5,i,·,-14,1
O=C(C1CCCO1)N1CCN(C(=S)NC2CC2)CC1 (stereo unspecified),0.9,5,-0.1,0,12,-5,0.5,1,-11,4
COc1ccccc1-c1cc(C(=O)NCCCN2CCOCC2)no1,-1.3,2,0.2,-8,36,10,i,1,-4,1
CCOC(=O)c1c(C)cccc1OCC(N)=O,·,6,-0.1,-2,26,-4,-1.6,-8,-11,1
Cc1cc(C)n(CCC(=O)N/N=C/c2cccc([N+](=O)[O-])c2)n1,2.0,8,-1.6,-3,17,-1,-0.6,0,i,-11
CCCCn1nc(NS(=O)(=O)c2cccc3nonc23)c2cc3cccc(C)c3nc21,-0.2,-3,0.0,4,-15,10,i,7,13,3
CN(C)CCNC(=O)c1scc2c1CCCC2,0.5,5,-0.8,-1,21,-5,-0.3,2,-9,-2
COc1ccc(-c2noc(Cc3ccccc3OC)n2)cc1,·,7,0.3,1,4,0,i,2,-84,16
O=C(Cc1ccc([N+](=O)[O-])cc1)Nc1cc(C(F)(F)F)cc(C(F)(F)F)c1,0.6,9,-0.8,·,0,-9,1.9,4,-6,-4
Ic1ccccc1CN[C@@H]1C2CCN(CC2)[C@@H]1C(c1ccccc1)c1ccccc1,1.2,22,-0.2,1,·,1,-0.2,·,7,-13
Cc1ccnc(NC(=O)CNC(=O)c2ccccc2Br)c1,-2.8,1,-0.8,-2,0,0,i,-1,-22,5

Compound profiles, as listed above. Order of values: TcdB inh | MazF activator | PfHsp40 rescue | Anthrax LF inh2 | DUSP3 inh | Rv3671c inh | BH1578 lux ind | SARS 3CLpro inh | PriA SSB inh | Yp Topo-I inh
Profile of O=C(Cc1ccc([N+](=O)[O-])cc1)Nc1cc(C(F)(F)F)cc(C(F)(F)F)c1 : 0.6 | 9 | -0.8 | · | 0 | -9 | 1.9 | 4 | -6 | -4
Profile of Cc1ccc(C)c(Nc2nc3c(S(=O)(=O)c4ccccc4)nnn3c3ccccc23)c1 : 1.4 | 135* | -0.7 | 1 | 3 | 1 | -0.3 | 1 | 1 | 5

(list continues)
SMILES,TcdB inh,MazF activator,PfHsp40 rescue,Anthrax LF inh2,DUSP3 inh,Rv3671c inh,BH1578 lux ind,SARS 3CLpro inh,PriA SSB inh,Yp Topo-I inh
COc1cc(-c2nnc(SCC#CCO)o2)cc(OC)c1OC,1.1,-3,0.2,-2,-4,1,i,1,8,-5
Cc1ccccc1N(CC(=O)N1CCCC1)S(=O)(=O)c1ccc(Cl)cc1,0.1,-2,0.2,-2,14,6,-0.1,-2,17,23
O=C(N/N=C1\CC2CC=CC12)c1ccc(COc2ccccc2)cc1 (stereo unspecified),3.8,3,-0.1,0,7,-3,-0.3,-4,·,0
CN(C(=O)c1cccc(NC(=O)Cc2ccc([N+](=O)[O-])cc2)c1)C1CCCCC1,0.6,-5,0.3,3,·,8,-0.3,·,20,31
COc1ccc(C(=O)NCCCNC(=O)c2cnccn2)cc1Br,1.7,3,-0.1,1,25,8,-0.7,-1,0,-5
C1CCC(C23CC4CC(CC(C4)C2)C3)NC1 (stereo unspecified),·,3,-0.9,1,-13,0,i,2,-8,2
Cc1cc(=O)n2c(c1C#N)SC1CCCCC12O (stereo unspecified),0.5,5,-0.5,-2,-16,10,-0.4,1,2,6
Cc1ccc(C(=O)NC2CCCCNC2=O)cc1C (stereo unspecified),2.5,2,-2.0,12,5,4,-0.8,3,0,-5
O=C(COc1ccccc1-c1ccccc1)Nc1ccc(S(=O)(=O)NCc2ccco2)cc1,·,-1,0.9,-20,33,3,-0.4,1,-7,41
CCOC(=O)Nc1cc(C)c(Cl)cc1OC,·,-7,-1.4,-4,10,6,·,-7,-11,5
COc1ccc(/C=C/C(=O)OCC(=O)NC2CCCCC2C)c(OC)c1 (stereo unspecified),0.7,6,0.2,5,·,-8,i,·,-3,-7
CSc1ccc(CN(C)CC(=O)NC(C)c2ccccc2)cc1 (stereo unspecified),1.2,-4,0.0,0,-5,-2,-0.2,2,-8,29
CCOCCCn1c(=NC(=O)c2cccs2)c(C#N)cc2c(=O)n3ccccc3nc21,-0.3,13,-0.7,·,4,2,i,3,-15,5
COc1cc(/C=C/C(=O)OCC(=O)Nc2cc(C)on2)ccc1OCC#N,0.1,-7,0.5,·,·,·,-0.3,·,-3,1
Cc1csc(NC(=O)C2CCCCN2S(=O)(=O)c2ccccc2)n1 (stereo unspecified),-1.0,3,0.5,-5,22,2,i,6,1,-2
COc1ccc(S(=O)(=O)/C(C#N)=C/Nc2ccccc2F)cc1,1.2,1,1.0,-15,-8,-1,-0.5,2,-6,10
COc1ccc(CCN(C)C(=O)c2ccc(C)c(S(=O)(=O)N3CCCCC3)c2)cc1OC,1.4,4,0.1,9,·,-1,i,·,-11,10
O=C(COC(=O)c1cccs1)Nc1cccc(Cl)c1,1.3,-5,1.5,-6,·,1,i,·,-5,-6
Cc1ccc(-c2nc(CS(=O)CC(=O)NCc3ccco3)c(C)o2)cc1 (stereo unspecified),0.2,-6,-0.5,0,30,0,-5.3,5,-7,17
Cc1cc(/C=N\NC(=O)CC(=O)NC2CCCCC2)c(C)n1-c1cccc(Cl)c1Cl,·,-2,-1.4,-2,4,-7,-0.2,5,·,7
CCCCCC(=O)OC(CN1CCCCC1)CN1CCCC1=O (stereo unspecified),·,-1,0.4,1,11,-2,i,-2,-2,0
CCOc1ccc(N(C)S(=O)(=O)c2ccc(-c3cc(C)no3)s2)cc1,0.2,4,-0.4,-2,12,-14,-0.2,-3,5,9
CC1=CCC2C(=O)N(c3ccccc3OC(=O)c3ccccc3F)C(=O)C2C1 (stereo unspecified),0.4,1,-1.5,0,-3,-7,-0.6,-1,-5,2
NC(=O)C1CC(=O)N(c2ccc(OCc3ccccc3Cl)cc2)C1 (stereo unspecified),0.0,2,2.4,-1,-19,-4,-0.2,2,-5,4
CN(C)Cc1c(O)ccc2oc(Cc3ccccc3)cc12,·,11,-1.3,-1,27,-16,-0.3,1,-14,-11
Cc1ccc(S(=O)(=O)NCC(=O)NCC(=O)OC(C(=O)NC(N)=O)C(C)C)cc1C (stereo unspecified),2.0,5,1.0,-5,1,-3,-0.3,0,-6,-3
CCOc1ccc(-n2c(SCC(=O)Nc3ccc(OC)cc3OC)nc3c(c2=O)SCC3)cc1,·,-10,0.3,-2,14,-3,-0.4,1,4,-12
COc1cc(/C=N/N=C(\N)c2nonc2N)ccc1O,-1.8,1,-0.5,-8,20,2,1.0,-12,·,2
O=C(NCC1COc2ccccc2O1)c1ccc(Br)s1 (stereo unspecified),0.6,-23,-1.0,-9,17,-1,7.8,-3,-11,10
COc1ccc(S(=O)(=O)N2N=C(C)Oc3ccccc3C2=O)cc1,·,4,-0.7,-4,26,-7,i,1,-11,-2
O=C(c1ccccc1)N1CCn2c(nc3ccccc32)C1,·,8,0.5,1,-2,8,i,5,-3,-3
C[C@@H]1C(c2ccc(F)cc2)=NN(c2ccccc2)[C@H]1C(=O)N1CCOC1=O,1.0,2,0.1,2,·,·,-1.0,·,-40,-1
CCCSc1nc(C)cc(C)c1S(C)(=O)=O,0.3,-1,-0.7,0,30,2,-0.4,-4,-15,-7
Cn1c(CNc2nc(-c3ccccc3)cs2)nnc1SCC(=O)N1CCc2ccccc21,·,3,1.8,-6,6,8,0.5,4,-4,28
CCCn1c(SCC(=O)Nc2ccccc2C(=O)OC)nc2c1c(=O)n(C)c(=O)n2C,·,2,-0.4,2,8,-8,11,-1,-10,-6
Cc1ccc(-c2nnn(CC(=O)N(Cc3ccco3)C(C(=O)NC(C)(C)C)c3cccs3)n2)o1 (stereo unspecified),·,6,-0.1,1,3,-9,-6.2,-5,12,0
CC1(C)CC(=O)C=C(N=CC2=C(O)CC(C)(C)CC2=O)C1,·,11,-0.7,-5,50,-8,i,-2,-6,-3
CCN(CC)Cc1ccccc1Sc1ccccc1,1.1,-1,0.0,-1,1,-2,-4.5,2,-9,-4
CCOc1cc(NC(=O)c2cccs2)c(OCC)cc1NC(=O)CCC(=O)NCc1ccccn1,1.2,6,·,·,3,10,·,-2,7,·
Cc1ccccc1C(=O)NC(=S)N(Cc1ccccc1)c1ccccn1,-1.1,6,0.8,-1,·,-7,0.5,·,1,7
C=CCNC(=O)/C(C#N)=C/c1ccc(OS(=O)(=O)c2ccc(C)cc2)c(OC)c1,1.8,4,2.9,1,-5,1,i,3,-3,22
